# CRFR2-BP ag – agonists of CRF-BP/CRF-R2 complex, primary screen, cell-based, HEK293, calcium dye fluorescence, uHTS. AID 588473, 2011. calcium dye fluorescence (FLIPR); percent of saturating CRF peptide response. 350,000 tested, 0.46% active. CRF-binding protein / CRF receptor 2 complex (human). activation, % at 13.2 µM;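 active = activation of at least 50%, plus an integration ratio under a set limit after plate pattern correction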;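 note: plate controls were neutral control wells without compound for no effect and CRF at EC100 for full effect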
# CHRM1 antagonist – human M1 muscarinic receptor antagonists, primary screen, CHO-K1 cells, Fluo-8 calcium fluorescence, 1536-well. 360,000 tested, 1.3% active. CHO-K1 hM1, ACh EC80 antagonist. AID 588852, 2011. inhibition, % at 3 µM. Muscarinic acetylcholine receptor M1 (Homo sapiens), P11229;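 active = percent inhibition above its own plate's cutoff, namely the mean of that plate's compound wells plus 3 SD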;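 note: peak over basal fluorescence ratio during 140 s after agonist addition; 0% = ACh EC80 plus DMSO and 100% = DMSO alone without agonist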
# M5 antag – human M5 muscarinic receptor antagonists, primary screen, CHO cells, Fluo-8 calcium fluorescence | Muscarinic acetylcholine receptor M5 (Homo sapiens), P08912 | CHO-hM5 cells, ACh EC80 | inhibition, % at 3 µM | 360,000 tested, 0.59% active | AID 624040, 2012;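 active = inhibition above a per-plate cutoff, the mean of that plate's test compounds plus 3 SD, cut at about 27% in these data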;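 note: 0% = acetylcholine EC80 with DMSO and 100% = DMSO without agonist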
# Target sequence (P08912 whole entry, looked up): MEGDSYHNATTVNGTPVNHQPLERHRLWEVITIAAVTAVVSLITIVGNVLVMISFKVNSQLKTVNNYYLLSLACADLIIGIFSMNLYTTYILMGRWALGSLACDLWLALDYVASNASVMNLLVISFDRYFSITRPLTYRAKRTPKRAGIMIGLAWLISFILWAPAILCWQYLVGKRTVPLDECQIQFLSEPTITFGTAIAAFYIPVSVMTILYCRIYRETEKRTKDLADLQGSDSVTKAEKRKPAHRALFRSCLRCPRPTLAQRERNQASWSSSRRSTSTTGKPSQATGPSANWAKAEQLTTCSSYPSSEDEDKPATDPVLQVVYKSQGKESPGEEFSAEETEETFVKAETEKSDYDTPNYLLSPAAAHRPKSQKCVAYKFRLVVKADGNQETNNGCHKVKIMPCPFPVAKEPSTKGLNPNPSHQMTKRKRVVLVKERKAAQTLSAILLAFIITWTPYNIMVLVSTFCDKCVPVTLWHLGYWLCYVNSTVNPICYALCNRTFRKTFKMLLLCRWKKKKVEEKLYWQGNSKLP
# M5 PAM – human M5 muscarinic receptor positive allosteric modulators, primary screen, CHO-K1 cells, Fluo-8 calcium fluorescence; Muscarinic acetylcholine receptor M5 (Homo sapiens), P08912; CHO-K1 hM5, ACh EC20 PAM; 0% = ACh EC20, 100% = ACh EC100; activation, % at 3 µM; 360,000 tested, 0.3% active; AID 624038, 2012;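 active = activation above the run cutoff, the mean activation of all test compounds plus 3 SD, cut at about 18% in these data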
#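 Assay system – human M5 receptor in CHO-K1 cells · Read-out – % activation, ACh-normalized · Technique – Fluo-8 calcium fluorescence · Dosing – single-point, 3 µM nominal · Incubation – Fluo-8 loading 80 min at 37 °C plus 30 min room temperature · Repeats – singlicate, one well per test compound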
# M4 antag – human M4 muscarinic receptor antagonists, primary screen, CHO cells, Fluo-8 calcium fluorescence; CHO-hM4 cells, ACh EC80; 360,000 tested, 0.73% active; inhibition, % at 3 µM; AID 624125, 2012;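 active = inhibition above its plate's cutoff, the mean inhibition of sample wells plus 3 SD, cut at about 27% in these data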;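 note: 0% = acetylcholine EC80 with DMSO and 100% = DMSO without agonist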
# Target sequence (P08173 whole entry, looked up): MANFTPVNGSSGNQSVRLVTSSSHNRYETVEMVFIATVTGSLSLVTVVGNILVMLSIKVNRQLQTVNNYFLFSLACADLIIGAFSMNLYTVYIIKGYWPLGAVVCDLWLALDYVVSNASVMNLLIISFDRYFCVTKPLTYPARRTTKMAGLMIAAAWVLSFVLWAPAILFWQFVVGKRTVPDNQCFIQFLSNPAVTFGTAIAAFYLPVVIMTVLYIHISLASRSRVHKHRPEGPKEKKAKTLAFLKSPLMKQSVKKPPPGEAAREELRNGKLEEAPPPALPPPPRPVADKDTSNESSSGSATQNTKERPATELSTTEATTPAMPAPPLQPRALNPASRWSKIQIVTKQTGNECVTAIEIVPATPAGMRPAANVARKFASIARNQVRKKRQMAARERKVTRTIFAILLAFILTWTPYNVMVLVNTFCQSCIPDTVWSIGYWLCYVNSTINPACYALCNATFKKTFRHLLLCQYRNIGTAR
# M1 PAM – human M1 muscarinic receptor positive allosteric modulators, primary screen, CHO-K1 cells, Fluo-8 calcium fluorescence, 1536-well; CHO-K1 hM1, ACh EC20; 0% = ACh EC20, 100% = maximal ACh; activation, % at 3 µM; 360,000 tested, 0.088% active; in the data active = activation above about 19%, passing the limit was not always enough
# M5 ag – human M5 muscarinic receptor agonists, primary screen, CHO-K1 cells, Fluo-8 calcium fluorescence | activation, % at 3 µM | 360,000 tested, 0.19% active | CHO-K1 hM5 cells; 0% DMSO wells, 100% maximal acetylcholine response;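 active = activation above the run's mean over test compounds plus 3 SD, cut at about 23% in these data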;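 note: signal is peak over basal fluorescence ratio across the kinetic read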
# CHRM4 agonist – human M4 muscarinic receptor agonists, primary screen, CHO-K1 cells, Fluo-8 calcium fluorescence | 360,000 tested, 0.14% active | CHO-K1 hM4/Gqi5; vehicle 0%, full acetylcholine response 100% | Muscarinic acetylcholine receptor M4 (Homo sapiens), P08173 | activation, % at 3 µM | AID 624127, 2012;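 active = activation above the run mean over all test wells plus 3 SD, cut at about 32% in these data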;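 note: peak over basal fluorescence ratio per well then scaled between controls; 0% = DMSO wells and 100% = acetylcholine at EC100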
# M4 PAM – human M4 muscarinic receptor positive allosteric modulators, primary screen, CHO-K1 cells, Fluo-8 calcium fluorescence; Muscarinic acetylcholine receptor M4 (Homo sapiens), P08173; CHO-K1 hM4/Gqi5, ACh EC20; 0% = ACh EC20, 100% = maximal ACh; activation, % at 3 µM; 360,000 tested, 0.4% active;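 active = activation above its plate's cutoff, the mean activation of sample wells plus 3 SD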; note: some results filed as inactive read as strong as hits
# Active calls of the source: *; nt = no result given.
SMILES,CRFR2-BP ag,CHRM1 antagonist,M5 antag,M5 PAM,M4 antag,M1 PAM,M5 ag,CHRM4 agonist,M4 PAM
Cc1nc2ccccc2c(=O)n1/N=C/c1ccccc1O,-1.7,-9,-13,6,9,8,2,3,-5
O=C(NCCN1CCOCC1)C1CCN(S(=O)(=O)c2ccccc2)CC1,-0.1,-7,0,-6,0,4,1,1,2
O=C(CCS(=O)(=O)c1cc2c(cc1Cl)NC(=O)CO2)NCc1ccccc1,-0.1,6,4,-1,-2,-3,-6,2,4
CCn1c(C(O)c2ccc3c(c2)OCO3)nc2ccccc21 (centres undefined),-0.6,-34,5,-3,-9,7,-2,1,0
O=C1C(Cl)=C(N2CCCCC2)C(=O)N1Cc1ccccc1,-4.8,-5,7,-7,-5,-3,2,1,-1
O=C(c1cc(-c2ccccc2)nc2ccccc12)N1CCN(C2CCS(=O)(=O)C2)CC1 (centres undefined),1.7,-6,1,-9,-6,4,1,17,-5
Cc1c2cc(O)c(=O)cc-2oc2cc(O)c(O)cc12,18,-11,-4,8,3,6,-1,2,20
Cc1ccccc1OCC(=O)Nc1ccc(C(N)=O)cc1,-2.9,-4,2,4,-7,0,1,4,20
CC1CCC/C(=N\NS(=O)(=O)c2ccccc2)C1 (centres undefined),-1.1,-15,4,-9,-10,7,-3,0,-9
COc1ccc(CNC(=O)c2c(C)cc(=O)oc2C)cc1,-1.6,-12,6,-1,-10,8,2,3,-1
Cc1ccc(NC(=O)CC2SC(=NCC3CCCO3)NC2=O)cc1Cl (centres undefined),-1.5,-10,10,-3,10,6,1,1,6
Oc1ccccc1C1OCC2(CO1)COC(c1ccccc1O)OC2 (centres undefined),-0.1,1,-11,-4,-8,6,0,0,-7
Cc1ccc(C2=NNC(C(O)C(O)C(O)CO)S2)cc1 (centres undefined),0.9,13,9,30*,3,-12,-1,0,-3
CCOC(=O)c1cc(-c2ccncc2)nc2c1c(C)nn2C,-2.5,-1,2,-3,9,4,2,1,-2
CCOc1ccccc1OCCCC(=O)N1CCN(S(=O)(=O)c2cc(F)ccc2F)CC1,0.6,12,5,-16,9,-2,-2,6,-10
CCOC(=O)C1CCN(CC(=O)c2c(C)n(C)c3ccc(OC)cc23)CC1,-0.2,-19,5,0,-5,22,-2,1,-5
O=C(NCC1CCCCC1)c1ccc(Br)o1,0.5,9,4,3,-9,-3,-1,0,-2
CCCCn1c(-c2ccc(Cl)cc2)nc2c(=O)n(C)c(=O)[nH]c21,-4.4,-5,-5,-1,-1,6,-4,0,3
O=C(N/N=C/c1cccnc1)C1CCCN(S(=O)(=O)c2ccccc2)C1 (centres undefined),-0.4,-2,7,-3,9,3,-2,2,8
O=C(Nc1ccc(F)c(Cl)c1)Nc1csc2ccccc12,2.4,38,34*,-26,18,-16,7,20,-11
COc1ccc(C(=O)Nc2ccc(C(=O)NCCc3ccc(OC)c(OC)c3)cc2)cc1,0.0,3,10,-10,2,11,5,6,-7
COc1ccccc1C1C2=C(N=c3s/c(=C/c4cccc(OCC(=O)O)c4)c(=O)n31)c1ccccc1CC2 (centres undefined),-0.4,8,1,5,11,5,2,1,6
CC(=O)Oc1ccc(C(=O)NCc2ccco2)cc1,-0.6,-15,-4,3,4,9,2,0,4
CC(=O)N1[C@H](C)C=C[C@]1(Cc1ccccc1)C(=O)NCCN1CCOCC1,0.8,-3,6,0,10,11,3,1,4
COc1ccccc1N1CCN(CC(=O)c2c(C)n(C)c3ccccc23)CC1,-0.8,0,3,2,-5,2,-12,16,2

# (next part)
SMILES,CRFR2-BP ag,CHRM1 antagonist,M5 antag,M5 PAM,M4 antag,M1 PAM,M5 ag,CHRM4 agonist,M4 PAM
CCCn1c(=O)c(C(=O)NCc2ccc3c(c2)OCO3)c(O)c2ccccc21,0.4,-2,10,-2,-3,1,-1,1,0
CCN(CC)CCNC(=O)c1cc2c(-c3ccc(Cl)cc3)nn(C)c2s1,0.7,-8,4,-7,-2,4,-5,3,6
COCCNCc1cc(C)n(-c2cc(S(=O)(=O)N3CCOCC3)ccc2N2CCCC2)c1C,0.1,0,13,1,-4,-1,-6,-1,1
Nc1nc2nc(-c3ccccc3)cc(=O)n2[nH]1,-0.9,-4,-5,3,0,6,0,1,12
NC(=O)C1CC(=O)N(c2ccc(OCc3ccc([N+](=O)[O-])cc3)cc2)C1 (centres undefined),-3.2,-16,-9,2,-5,15,5,9,-6
Cc1ccc(S(=O)(=O)CCC(=O)Nc2ccccc2C)cc1,0.3,-15,-1,0,0,9,-5,0,-2
CCN(CC)c1ccc(C=C(c2nnnn2-c2ccccc2)c2nnnn2-c2ccccc2)cc1,44,8,0,-9,10,-8,-1,2,-17
O=C(OCc1cn(-c2ccc(Cl)c(Cl)c2)nn1)c1ccccc1Cl,5.3,3,-3,1,3,0,-2,1,5
CCN1C(=O)[C@H]2[C@@H](c3ccc(C(F)(F)F)cc3)N[C@]3(CCCN(Cc4ccc(Br)cc4)C3=O)[C@H]2C1=O,0.6,-5,10,-6,2,-6,2,-1,0
CCOC(=O)c1ccc(NC(=O)CCS(=O)(=O)c2ccc(Br)s2)cc1,0.3,-1,5,-4,0,0,-1,3,-6
CCSc1nnc(NC(=O)c2cccc(S(=O)(=O)N(C)c3ccccc3)c2)s1,-2.0,-2,-2,-3,5,-3,0,0,2
Cc1cc(C)c2nc(NCCCNC(=S)NCCCN(C)C)c(C#N)cc2c1,-1.4,8,8,3,1,-2,-4,0,3
CCCc1cc(=O)[nH]c(SCC(=O)c2cc(C)n(-c3c(C)n(C)n(-c4ccccc4)c3=O)c2C)n1,-0.8,-3,-4,-3,4,2,-5,0,-1
Cc1cc(S(=O)(=O)Nc2ccccc2C(=O)O)ccc1Cl,-2.1,-5,-3,-2,3,6,-2,-1,6
O=S(=O)(Nc1ccc2nc(N3CCOCC3)sc2c1)c1ccc(Cl)cc1,-3.0,-3,9,1,-2,3,1,3,5
CC(C)(C)NC(=S)Nc1ccc(Nc2ccccc2)cc1,5.8,-6,0,-4,9,8,2,5,-10
Cc1ccc(NS(=O)(=O)c2ccc3c(c2)oc(=O)n3C)cc1F,-1.7,-4,7,-9,6,3,1,4,-5
CNCC(=O)N1CCN(c2ncc(C(F)(F)F)cc2Cl)CC1,0.0,10,-6,9,0,-3,-1,0,-2
CNC(=O)c1ccc(Oc2ccc(C(=O)NC)cc2)cc1,3.9,-1,4,-1,4,1,-2,0,-3
Cc1ncsc1CCSc1nc2ccccc2c(=O)n1C,0.1,0,5,-19,-9,-9,7,19,2
C=CCn1c(-c2cccn(Cc3cccc(Cl)c3)c2=O)n[nH]c1=S,-2.0,-6,-1,3,8,12,3,3,19
CCSC1=NCCN1C(=O)Cc1ccc(-c2ccccc2)cc1,0.6,-14,5,2,-6,7,-5,1,-2
O=C1CCCc2nc3c(cc21)C(O)Oc1ccccc1-3 (centres undefined),-1.7,-13,-3,2,-14,11,-1,4,-2
O=C1NCCCCC1NC1CC(=O)N(c2ccccc2)C1=O (centres undefined),-0.4,10,-7,8,-7,8,1,1,11
O=C(NN1CCN(Cc2ccccc2Cl)CC1)c1ccc(Br)cc1,6.8,1,10,8,1,4,-5,0,5

# Another view of some results above:
canonical_smiles	CRFR2-BP ag	CHRM1 antagonist	M5 antag	M5 PAM	M4 antag	M1 PAM	M5 ag	CHRM4 agonist	M4 PAM
NC(=O)C1CC(=O)N(c2ccc(OCc3ccc([N+](=O)[O-])cc3)cc2)C1 (centres undefined)	-3.2	-16	-9	2	-5	15	5	9	-6
O=C(NN1CCN(Cc2ccccc2Cl)CC1)c1ccc(Br)cc1	6.8	1	10	8	1	4	-5	0	5
CNCC(=O)N1CCN(c2ncc(C(F)(F)F)cc2Cl)CC1	0.0	10	-6	9	0	-3	-1	0	-2
CCN1C(=O)[C@H]2[C@@H](c3ccc(C(F)(F)F)cc3)N[C@]3(CCCN(Cc4ccc(Br)cc4)C3=O)[C@H]2C1=O	0.6	-5	10	-6	2	-6	2	-1	0

# Next section:
SMILES,CRFR2-BP ag,CHRM1 antagonist,M5 antag,M5 PAM,M4 antag,M1 PAM,M5 ag,CHRM4 agonist,M4 PAM
COc1ccc(OC)c(S(=O)(=O)N(C(C)=O)c2ccc3oc(=O)sc3c2)c1,1.7,-4,3,-2,1,0,-4,0,-8
Cc1cccc(NS(=O)(=O)c2cc(C(=O)NCc3ccccn3)ccc2C)c1,0.7,0,1,2,9,5,0,7,-6
C=CCN1C=CC(=O)[C@@H](OC(=O)Nc2ccc(Br)cc2)[C@H]1c1ccccc1Br,3.4,-5,-10,2,-32,0,0,12,1
CCN(C[C@H]1N[C@@](Cc2ccccc2)(C(=O)OC)[C@H]2C(=O)N(Cc3ccccc3)C(=O)[C@@H]12)S(=O)(=O)c1ccc(C(C)(C)C)cc1,5.8,-18,0,1,-1,9,1,1,3
CC(C)(C)c1ccc(C(=O)N2[C@H](COCc3ccccc3)C=CS2(=O)=O)cc1,nt,-18,9,-3,-4,5,5,4,1
CNC(=O)c1cc(Cl)c(OC)c(OC)c1,1.0,7,6,-8,4,-5,1,0,-6
Cc1c(NC(=O)CC(O)(C(F)(F)F)C(F)(F)F)c(=O)n(-c2ccccc2)n1C,-0.7,-4,-6,3,-6,4,-1,1,1
Cn1nc(-c2ccc(C(=O)O)cc2)c2ccccc2c1=O,-0.6,-3,-5,-1,-6,3,0,0,3
CSc1ccc(CNC(=O)c2ccc(NC(=O)C3=CSCCO3)cc2)cc1,2.7,-13,9,0,1,11,-1,4,7
O=C(COC(=O)COc1ccc(Cl)cc1)Nc1ccc(F)c([N+](=O)[O-])c1,-1.8,4,7,-4,1,2,0,6,0
COC(=O)c1ccccc1-n1cccc1C(=O)NP(=O)(N1CCOCC1)N1CCOCC1,0.7,0,1,8,-3,-1,-2,4,-4
O=C(CN(C1CCCCC1)S(=O)(=O)c1ccccc1)NCC1CCCO1 (centres undefined),-0.6,-9,12,-4,-2,5,-2,0,-2
CCCC(C(=O)NCC1CCCO1)N(Cc1ccco1)C(=O)CNS(=O)(=O)c1ccccc1 (centres undefined),1.4,-18,-6,3,-3,7,-3,1,0
CC(=O)NCc1ccc(S(=O)(=O)NC(C(=O)O)C(C)C)cc1 (centres undefined),-0.4,-3,0,1,-1,4,7,1,-1
COc1ccc(CCNC(=O)COc2ccc3c(c2)OCO3)cc1,-0.7,-5,11,5,-5,8,0,1,6
O=C(NC1CCCCC1)C1c2ccccc2OCC(=O)N1CCc1ccccc1 (centres undefined),nt,nt,7,-4,0,nt,-1,0,6
Cc1ccc(S(=O)(=O)N2CCOCC2)cc1NC(=O)COC(=O)Cc1ccc(Cl)cc1,-1.8,2,6,3,6,-3,8,8,2
Nc1cc(=O)[nH]c(SCCSc2cc(Cl)ccc2Cl)n1,-7.1,4,12,-5,9,-1,0,3,-11
CCN1c2ccccc2S(=O)(=O)c2ccccc21,0.8,-5,10,-3,7,3,-1,2,-8
COc1ccc(CSc2nnc(SCc3ccc([N+](=O)[O-])cc3)s2)cc1,-1.2,1,3,-6,-4,0,-3,0,-2

# Bioassay records as filed in PubChem BioAssay.
